Assay outcomes deposited in PubChem BioAssay by National Center for Advancing Translational Sciences (NCATS).
Abeta yeast res: qHTS for compounds that reverse cellular toxicity of Amyloid beta (A-beta) peptide in yeast: Primary Screen | yeast expressing A-beta42, growth rescue, OD600, 48 h; response scale: 0% DMSO, 100% iron-clioquinol control | Potency, µM (doses to about 46.1 µM), for inactives: at the highest dose growth rescue, actives largely listed as activators | hit rate 0.063% among 410,000; further: potency means the concentration at half of the fitted maximal effect; nearly all actives have a fitted effect of over 55% in size
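Yeast A-beta toxicity model in growth medium with pinned compounds, 48 h at 30 C; growth read as absorbance at 600 nm. Normalized to FeCl3/clioquinol equimolar mix (positive) and DMSO (negative).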
aSyn yeast inh: qHTS of alpha-syn Inhibitors. Potency, µM (highest dose often 46.1 µM), for the others: at the top dose growth rescue (activation), usual class: activators. hit rate 0.14% among 370,000. AID 652106, 2013. Yeast expressing alpha-synuclein, growth rescue, BacTiter-Glo, 24 h; further: potency means the concentration at half of the fitted maximal effect; % of control where 0% means no effect; nearly all actives have a fitted effect of over 65% in size
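Readout is rescue of growth in alpha-synuclein-expressing yeast, so inhibitors of toxicity appear as activators. Growth after 24 hr at 30 deg C in galactose medium is quantified by luminescence.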
FUS suppressor: qHTS for Suppressors of FUS Proteinopathy: Primary screen using FUS-linked yeast assay. Potency, µM (titrated, usually from 76.6 µM), for the others: at the top dose growth rescue (activation), usual class: activators. hit rate 0.24% among 390,000. S. cerevisiae FUS-expressing, growth rescue, OD600, 24 h. AID 1347120, 2019;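 further: potency means the concentration at half of the fitted maximal effect; plate controls were DMSO vehicle for no effect and reference control for full effect; nearly all actives have a fitted effect of over 55% in size; some results filed as inactive show a strong effect at the top dose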
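Compound concentration series was pinned onto galactose-induced FUS-expressing yeast seeded at OD 0.005. Plates sat 24hr at 30C; absorbance at 600 nm gave growth. DMSO served as background control.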
Mm-Cpn inhibitor: Inhibitors of TCP-1 ring complex (TRiC) of Methanococcus maripaludis (MmCpn): qHTS. purified Mm-Cpn ATPase, ADP Transcreener TR-FRET. Potency, µM (series often up to 76.9 µM), without a hit: top-dose activity, negative = inhibition, usual class: inhibitors. Chaperonin Mm-Cpn (Methanococcus maripaludis). AID 504842, 2011. hit rate 0.031% among 330,000; further: potency means the concentration at half of the fitted maximal effect; on the % scale 0 is the no-effect control and ±100 the full control effect; nearly all actives have a fitted effect of over 80% in size
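ATP (10 uM final) was added to archaeal chaperonin (25 nM final) after 10 min exposure to test compound at 37°C; after 30 min further incubation, ADP was detected by competitive TR-FRET.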
TDP-43 yeast inh: qHTS of TDP-43 Inhibitors. TDP-43 expressing yeast growth rescue, BacTiter-Glo, 24 h. Potency, µM (titrated, usually from 46.1 µM), for inactives: at the highest dose growth rescue (activation), usual class: activators. hit rate 1.8% among 410,000. AID 652104, 2013; further: potency means the concentration at half of the fitted maximal effect; % of control where 0% means no effect; nearly all actives have a fitted effect of over 50% in size
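In this qHTS, compounds that restore growth of yeast expressing TDP-43 appear as activators. Cells (OD600=0.02, galactose medium, raffinose-pregrown) are incubated with compound 24 hr at 30 deg C and growth is quantified by BacTiter-Glo.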
GLP-1R inv ag: qHTS of GLP-1 Receptor Inverse Agonists (Inhibition Mode); hit rate 1.6% among 410,000; Potency, µM (doses to about 38.3 µM), without a hit: top-dose activity change, negative = inhibition, usual class: inhibitors; HEK293 GLP-1R CRE-luciferase, luminescence, 24 h; GLP-1R form is constitutively active; Glucagon-like peptide 1 receptor (Homo sapiens), P43220; further: potency means the concentration at half of the fitted maximal effect; on the % scale 0 is the no-effect control and ±100 the full control effect; nearly all actives have a fitted effect of over 55% in size
Target sequence (P43220 whole entry, looked up): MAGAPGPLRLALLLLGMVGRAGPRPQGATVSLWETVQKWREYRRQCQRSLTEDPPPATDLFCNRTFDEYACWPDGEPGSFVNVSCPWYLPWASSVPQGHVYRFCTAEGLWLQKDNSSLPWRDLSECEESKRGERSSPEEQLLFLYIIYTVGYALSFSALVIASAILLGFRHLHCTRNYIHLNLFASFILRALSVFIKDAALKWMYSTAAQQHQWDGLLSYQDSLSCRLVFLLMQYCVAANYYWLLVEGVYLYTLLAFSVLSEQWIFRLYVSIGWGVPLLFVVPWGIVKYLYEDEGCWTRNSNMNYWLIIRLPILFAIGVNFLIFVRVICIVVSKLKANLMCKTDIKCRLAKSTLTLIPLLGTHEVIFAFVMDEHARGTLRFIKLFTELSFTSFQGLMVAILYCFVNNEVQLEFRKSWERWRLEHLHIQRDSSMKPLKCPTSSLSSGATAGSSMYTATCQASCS
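Luminescence readout: a drop in cAMP-driven luciferase signal flags inverse agonism at a constitutively active GLP-1R stably expressed in HEK293. Compound exposure lasted 24 hr at 37 deg C, 5% CO2.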
GLP1R cytotox: qHTS of GLP-1 Receptor Inverse Agonists: Cytotox Screen. hit rate 0.13% among 410,000. HEK293 cAMP-luciferase reporter cells, luminescence, 24 h. Potency, µM (highest dose often 38.3 µM), for the others: top-dose activity change, negative = inhibition, actives largely listed as inhibitors;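 further: loss of luciferase light is scored as toxicity; potency means the concentration at half of the fitted maximal effect; on the % scale 0 is the no-effect control and ±100 the full control effect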
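Step one: seed cells (200 cells/uL, DMEM with 10% Nu serum, 1% pen-strep). Step two: 12-hour incubation at 37 deg C. Step three: pin 23 nL compound, incubate 24 hr. Step four: add luciferase reagent, read luminescence 12 min later.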
PTHR1 ag: qHTS for PTHR1 Agonists: Primary Screen; Parathyroid hormone/parathyroid hormone-related peptide receptor (Homo sapiens), Q03431; HEK293 GP2 PTHR1 cells, GloSensor cAMP luminescence, 1 h; Potency, µM (series often up to 115 µM), inactives show at the highest dose activation, actives largely listed as activators; hit rate 0.075% among 410,000; further: potency means the concentration at half of the fitted maximal effect; nearly all actives have a fitted effect of over 55% in size; some results filed as inactive show a strong effect at the top dose; inactives centre near -15; many of its hits are not listed in these tables
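HEK-293-derived GP2 cells expressing PTHR1 and a GloSensor cAMP reporter, 3,000/well, plated overnight, given luciferin plus IBMX (each 0.5 mM as added) for 1 h at 37 °C, then compound for 1 h at 37 °C. Luminescence was read after 15 min at room temperature.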
Akt phos inh: HTS Assay for Inhibitors of Akt Phophorylation: Primary Screen | Neuro2A IGF-stimulated pAkt S473 HTRF, 20 min; stronger effect = lower value | activity change, % for hits at 50 µM | hit rate 0.32% among 360,000; in the data active means activity change below about -80%; inconclusive means mostly about -51% to -80%; further: on the % scale 0 is the no-effect control and ±100 the full control effect
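Single-point screen (50 µM final compound) in Neuro2A cells stimulated 20 min with 6 nM IGF at 37 deg C. After lysis, Ser473-phosphorylated Akt read by HTRF (ex 330 nm, em 615/665 nm) as the 665/615 ratio.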
Starred values were filed as active, the others as inactive; i = inactive; ? = inconclusive; . = not tested or not shown; & = joins results of further samples; [ ] = dose if it differs, or a comment. Unless noted, the call rests on the fitted dose curve; in most records, active means well fitted curve in the direction sought with a large enough effect; inconclusive means small, poorly fitted or top-dose-only effect, or another doubt; inactive means no such curve, though single readings can be large; an effect the other way counts as inactive or inconclusive. Not all compounds are listed. The share of hits here may be higher or lower than overall.

item	SMILES	Mm-Cpn inhibitor	PTHR1 ag	FUS suppressor	aSyn yeast inh	GLP-1R inv ag
1	O=C(NC12CC3CC(CC(C3)C1)C2)OC1CN2CCC1CC2 (stereo unspecified)	1%	i	-2%	-7%	?
2	COc1ccc(C(=O)NCc2cc3ccccc3n2C)cc1	-5%	i	12%	14%	-3%
3	CCOc1ccccc1-n1c(O)c(C=NCCCn2ccnc2)c(=O)[nH]c1=O	3%	i	-15%	-8%	21%
4	Cc1ccc(N2CCNCC2C)cc1 (stereo unspecified)	.	-17%	.	1%	-21%
5	Fc1ccc(C(OCCN2CCCC2)c2ccc(Br)cc2)cc1 (stereo unspecified)	-1%	-2%	3%	4%	5.6µM*
6	COC1=C(C)C(=O)O[C@]12C(=O)C(C)=C1CCCCN3[C@H]([C@@H]4C[C@H](C)C(=O)O4)CC[C@]132	2%	i	-2%	1%	-8%
7	COC(=O)C1=C(c2ccc(S(C)(=O)=O)cc2)C[C@@H]2CC[C@H]1N2C(=O)NCCS(C)=O (stereo partly specified)	.	-20%	-9%	-1%	3%
8	O=[N+]([O-])c1ccc(NC2CCCC2)c2ccncc12	0%	-25%	1%	13%	31%[activator]
9	N#Cc1ccc(NC(=O)CCNC(=O)c2ccco2)cc1Cl	1%	i	4%	1%	1%
10	CCOC(=O)C(O)(c1ccc(N(C)C(=O)COc2ccccc2)cc1)C(F)(F)F (stereo unspecified)	.	-2%	19%	0%	-7%
11	CCC(C)NC(=O)CCC(=O)OC1O[C@H]2OC3(C)CC[C@H]4[C@H](C)CCC(C1C)C24OO3 (stereo partly specified)	1%	i	4%	-9%	?
12	Cc1c(N=Nc2c(O)n(-c3ccc(Br)cc3)c(=O)[nH]c2=O)c(=O)n(-c2ccccc2)n1C	2%	i	19%	-1%	5%
13	Cc1ccc(-c2nc(N3CCOCC3)s[n+]2-c2ccccc2)cc1	0%	i	.	-26%	?
14	O=C1NC(=O)N(c2ccccc2)C(=O)/C1=C/c1ccoc1	-1%	i	28%	0%	-1%
15	CC(=O)N1CCCc2cc(S(=O)(=O)N3CCCC(C(=O)Nc4cccc(F)c4)C3)ccc21 (stereo unspecified)	0%	-27%&-51%	?	12%	?

item	GLP1R cytotox	TDP-43 yeast inh	Akt phos inh	Abeta yeast res
1	-11%	-12%	i	-2%
2	17%	?	i	?
3	4%	-11%	i	-2%
4	15%	-15%	i	0%
5	?	-2%	i	0%
6	3%	12%	i	6%
7	-16%	8%	i	3%
8	-4%	11%	i	-8%
9	0%	-23%	i	-5%
10	1%	11%	i	5%
11	?	35µM*	i	-5%
12	1%	16%	i	4%
13	13%	9%	i	-13%
14	20%	-13%	i	-1%
15	4%&7%	17%&15%	i	15%&18%

(more compounds)
item	SMILES	Mm-Cpn inhibitor	PTHR1 ag	FUS suppressor	aSyn yeast inh	GLP-1R inv ag
16	S=P(NCCNP(=S)(N1CC1)N1CC1)(N1CC1)N1CC1	.	-52%[inhibitor]	25%	-13%	-9%
17	CCn1c(O)c(C=Nc2ccc(S(N)(=O)=O)cc2)c(=O)[nH]c1=S	0%	-19%	1%	6%	20%
18	C=C1C(=O)O[C@@H]2C[C@@H](C)[C@@H]3C=CC(=O)[C@@]3(C)[C@@H](O)[C@H]12	0%	-54%[inhibitor]	-12%	0%	2.5µM*
19	Cc1c(C(=O)NCc2cccc(C(F)(F)F)c2)sc(=O)n1Cc1ccc(C(=O)N(C)C)cc1	.	-82%[inhibitor]	36%	-1%	-7%
20	CC(=NCc1cccnc1)c1c(O)n(-c2ccc(C)cc2)c(=O)[nH]c1=O	-5%	i	4%	-13%	3%
21	Cc1c(C(=O)O)cc(-c2ccccc2)n1Cc1ccccc1	1%	i	-5%	0%	6%
22	C[N+](C)(C)c1ccccc1	1%	-23%	-18%	5%	5%
23	c1ccc2c(NC3=NCCS3)cccc2c1	1%	i	-10%	7%	-19%
24	C/C(=N\N1CCCCCC1)c1c(O)n(-c2ccccc2C)c(=O)[nH]c1=O	0%	-23%	26%	-5%	0%
25	CNS(=O)(=O)c1cc(NC(=O)c2cccc3cccnc23)ccc1C	0%	-7%	20%	-6%	139%[activator]
26	CC12CCC3C(CCC4CC(=O)OCC43C)C1CCC2O (stereo unspecified)	.	-4%	37%	4%	25%
27	O=c1oc2ccccc2cc1-c1cn2cc(Cc3ccc(F)cc3)sc2n1	.	-33%[inhibitor]	6%	.	-50%
28	CC(O)C1C=CC=CC(=O)OC2CC3OC4C5OC5(C)CCC4(COC(=O)C4OC4(C)C(O)CO1)C2(C)C31CO1 (stereo unspecified)	.	-4%	.	-2%	-83%
29	Cc1nn(Cc2ccc(Cl)cc2Cl)c(Cl)c1C(=O)O	-3%	-8%	?	12%	18%
30	O=C(C1CCCCC1)N1Cc2ccccc2-n2nncc2C1	.	i	-22%	8%	20%

item	GLP1R cytotox	TDP-43 yeast inh	Akt phos inh	Abeta yeast res
16	3%	-24%	i	9%
17	1%	25%	i	15%
18	?	23%	i	-21%
19	3%	16%	i	-6%
20	-10%	-21%	i	8%
21	-12%	?	i	1%
22	-3%	1%	i	-5%
23	-17%	3%	i	14%
24	7%	7%	i	-13%
25	-6%	0%	i	-15%
26	3%	?	i	-28%
27	6%	9%	.	-6%
28	-56%	22%	i	4%
29	6%	1%	i	-4%
30	2%	15%	i	-8%

(more compounds)
item	SMILES	Mm-Cpn inhibitor	PTHR1 ag	FUS suppressor	aSyn yeast inh	GLP-1R inv ag
31	Cc1oc2c(c1C(=O)N1CCOCC1)C(=O)c1ccccc1C2=O	-2%	-60%[inhibitor]	-22%	15%	?
32	Cc1sc2ncn(CC(=O)N3CCC4(CC3)OCCO4)c(=O)c2c1C	0%	-8%[57.5 µM]	-8%	6%	-2%
33	CCCCC1(CN2CCCC2=O)C(=O)NC(=O)NC1=O	-1%	i	-6%	4%	-3%
34	CC(=O)[C@@]1(O)CC[C@H]2[C@@H]3C[C@H](C)C4=CC(=O)CC[C@]4(C)[C@H]3CC[C@@]21C	-1%	-44%[inhibitor]	-23%	-1%	2%
35	Cc1ccc(O)c(CN2CCC3CCC(C3)C2)c1 (stereo unspecified)	.	-33%	-21%	0%	-15%
36	O=[N+]([O-])c1cccnc1N1CCC(c2cc(-c3cccc(C(F)(F)F)c3)n[nH]2)CC1	1%	-4%[57.5 µM]	21%	-5%	8.9µM*
37	CC(C)(C)OC(=O)N1CCCC(C(=O)Nc2cccc(C(=O)NCCc3ccccc3)c2)C1 (stereo unspecified)	.	-46%	15%	-4%	?
38	O=C(Nc1ccc(Cl)cc1C(=O)c1ccccc1)c1ccco1	-1%	-32%[inhibitor]	27%	-4%	36%
39	Cc1nc2ccccc2c(=O)n1/N=C/c1cc(Br)cc(Br)c1O	.	-26%	20%	11%	?
40	COc1ccccc1-n1c(CNCC2CCCO2)nc2ccccc2c1=O (stereo unspecified)	0%	-7%	3%	0%	39%
41	c1ccc2sc(NC3=NCCN3)nc2c1	0%	-4%	.	-38%[inhibitor]	18%
42	O=c1[nH]c(=O)n(Cc2ccc(F)cc2)c(O)c1C=NCCCN1CCOCC1	0%	i	0%	-11%	0%
43	CC(=O)N1Cc2cnnn2-c2ccccc2C1C#N (stereo unspecified)	.	i	-27%	-15%	3%
44	COc1ccc(-c2[nH]ncc2CNC(C)Cc2cccc(C)n2)cc1F (stereo unspecified)	-1%	i	24%	-1%	1%

item	GLP1R cytotox	TDP-43 yeast inh	Akt phos inh	Abeta yeast res
31	?	?	i	-53%[inhibitor]
32	0%	-8%	i	2%
33	-4%	-1%	i	-5%
34	4%	5%	i	-22%
35	-2%	4%	i	-13%
36	?	9%	i	20%
37	-12%	6%	i	1%
38	19%	8%	i	0%
39	53%[activator]	-22%	i	-61%[inhibitor]
40	1%	4%	i	13%
41	-8%	-10%	i	-73%[inhibitor]
42	4%	25%	i	19%
43	2%	23%	i	5%
44	-2%	5%	i	-10%
